Source: PubChem BioAssay
MEKK3 PB1 HTS – modulators of MEKK3-MEK5 PB1 binding, primary screen, biochemical, wildtype MEKK3, multiplex bead flow cytometry, Alexa488-MEK5. Mitogen-activated protein kinase kinase kinase 3 (Homo sapiens), Q99759. bead-based flow cytometry, Alexa488-MEK5 binding to MEKK3; actives lie on both sides; 0 = blocked by unlabeled MEK5, 100 = vehicle. binding response (% of control), % at 10 µM. actives 1.4% (n = 290,000);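 active = binding response more than 3 SD above or below the average of its plate-row segment, actives on both sides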;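 also: Alexa488 bead fluorescence after subtracting the streptavidin-only scavenger bead signal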
Target sequence (Q99759 whole entry, looked up): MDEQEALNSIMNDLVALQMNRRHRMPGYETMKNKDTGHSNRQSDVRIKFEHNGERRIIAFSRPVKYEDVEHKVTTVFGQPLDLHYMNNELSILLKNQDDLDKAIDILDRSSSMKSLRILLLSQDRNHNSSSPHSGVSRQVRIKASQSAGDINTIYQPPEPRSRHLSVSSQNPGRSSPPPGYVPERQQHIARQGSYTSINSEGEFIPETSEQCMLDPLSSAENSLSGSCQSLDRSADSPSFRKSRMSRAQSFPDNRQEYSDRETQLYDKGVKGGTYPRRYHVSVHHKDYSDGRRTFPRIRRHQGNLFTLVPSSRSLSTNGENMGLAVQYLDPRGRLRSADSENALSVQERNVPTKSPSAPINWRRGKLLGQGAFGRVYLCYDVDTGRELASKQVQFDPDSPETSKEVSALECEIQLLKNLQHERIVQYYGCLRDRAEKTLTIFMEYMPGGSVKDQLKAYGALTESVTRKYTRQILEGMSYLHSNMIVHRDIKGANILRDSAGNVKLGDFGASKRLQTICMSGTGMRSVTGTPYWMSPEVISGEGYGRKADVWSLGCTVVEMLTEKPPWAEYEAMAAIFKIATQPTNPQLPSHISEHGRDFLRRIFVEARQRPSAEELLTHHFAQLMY
SUMO HTRF inh – inhibitors of in vitro SUMOylation cascade, primary screen, biochemical, HTRF, uHTS; HTRF SUMOylation assay, SAE1/SAE2 + UBC9; AID 2006, 2009; inhibition, % at 35 µM; actives 0.36% (n = 290,000); SUMO-conjugating enzyme UBC9 (Homo sapiens), P63279; in the data active = inhibition above about 50%, passing the limit was not always enough; also: strong numbers were not always called active
Target sequence (P63279 whole entry, looked up): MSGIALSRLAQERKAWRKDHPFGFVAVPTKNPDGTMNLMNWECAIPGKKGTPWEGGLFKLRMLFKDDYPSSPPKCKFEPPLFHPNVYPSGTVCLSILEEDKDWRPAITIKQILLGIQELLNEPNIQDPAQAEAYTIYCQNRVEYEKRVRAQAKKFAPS
IDE cell activ – human IDE activators in live cells, primary screen, fluorescence polarization, HEK cells, FAbeta-B substrate; activation, % at 5.96 µM; actives 0.073% (n = 340,000); FAbeta-B cleavage; 0% vehicle, 100% cell-free pure enzyme wells; Insulin-degrading enzyme (Homo sapiens), P14735;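 active = activation above the mean of all tested compounds plus 3 SD, set per screening campaign, cut at about 17% in these data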
NS3 helicase inh – inhibitors of HCV NS3 helicase, primary screen, biochemical, Cy5 molecular beacon fluorescence; NS3 helicase DNA unwinding; inhibition, % at 10.9 µM; Hepatitis C virus NS3 helicase; actives 0.56% (n = 290,000); AID 1800, 2009;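 active = inhibition above the mean of all tested compounds plus 3 SD, set per campaign, cut at about 35% in these data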;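 also: 0% = DMSO wells and 100% = thioflavine S control wells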
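System: HCV NS3 helicase fragment; control set: DMSO and thioflavine S; technique: Cy5 fluorescence at 0 and 60 min, beacon hairpin quenching; reagent: beacon DNA duplex substrate plus ATP; replicates: singlicate; schedule: 1 h reaction at 25 °C, ATP-initiated; medium: MOPS buffer pH 6.5 with MgCl2, DTT, Tween20, BSA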
FID counter – compounds displacing fluorescent DNA intercalator, primary screen, artefact control for HCV NS3 helicase inhibitor project, biochemical, FID fluorescence; AID 1845, 2009; inhibition, % at 7.9 µM; DNA fluorescent intercalator displacement; actives 0.17% (n = 290,000); in the data active = inhibition above about 37%;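 also: 0% = vehicle and 100% = reference compound; higher means more ethidium bromide displaced from hairpin DNA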
PHOSPHO1 block – PubChem AID 1565. actives 1.1% (n = 290,000). Phosphoethanolamine/phosphocholine phosphatase (Homo sapiens), Q8TCT1. recombinant PHOSPHO1, absorbance phosphatase assay. inhibition, % at 13.3 µM; in the data active = inhibition above about 60%
Target sequence (Q8TCT1 whole entry, looked up): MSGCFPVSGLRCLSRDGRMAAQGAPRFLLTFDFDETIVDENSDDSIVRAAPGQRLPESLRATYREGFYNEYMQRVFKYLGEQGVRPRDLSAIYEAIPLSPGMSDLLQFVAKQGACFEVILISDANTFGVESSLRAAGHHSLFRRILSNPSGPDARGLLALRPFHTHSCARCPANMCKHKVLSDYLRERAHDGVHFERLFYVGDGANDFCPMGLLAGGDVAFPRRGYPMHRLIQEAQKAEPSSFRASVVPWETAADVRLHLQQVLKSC
VIM-2 inh – VIM-2 metallo-beta-lactamase inhibitors, primary screen, biochemical, epi-absorbance readout, Pseudomonas aeruginosa enzyme. actives 0.89% (n = 290,000). inhibition, % at 5.6 µM. AID 1527, 2009. purified VIM-2, nitrocefin hydrolysis, epi-absorbance fluorescence;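 active = inhibition above the mean of all tested compounds plus 3 SD, cutoff set per screening run, cut at about 7.5% in these data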;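 also: red hydrolysis product quenches plate fluorescence so inhibitors raise well fluorescence; 0% = enzyme with DMSO and 100% = DMSO without enzyme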
pCIP destab – p/CIP-EGFP fusion destabilizers, primary screen, fluorescence, F442A cells | AID 1984, 2009 | decrease of EGFP signal, % at 10 µM | 16 h | Q05BA5 | actives 0.01% (n = 290,000);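 active = EGFP signal decrease of at least 30% at 10 µM or well 3 SD below plate mean, unless failing retest; inactive = the rest, including hits failing retest or dose response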; also: some compounds called inactive have numbers as strong as hits; many of its hits are not listed in these tables
IMP-1 inhibitor – IMP-1 metallo-beta-lactamase inhibitors, primary screen, biochemical, epi-absorbance readout, Pseudomonas aeruginosa enzyme | inhibition, % at 5.6 µM | actives 0.45% (n = 290,000) | metallo-beta-lactamase IMP-1 (Pseudomonas aeruginosa) | AID 1556, 2009 | purified IMP-1, nitrocefin hydrolysis, epi-absorbance fluorescence;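 active = inhibition above the mean plus 3 SD of all compounds in the same screening run, cut at about 4.5% in these data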;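 also: 0% = IMP-1 with DMSO and 100% = DMSO wells lacking enzyme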
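Assay system: purified recombinant IMP-1 beta-lactamase. Input: IMP-1 0.2 nM before substrate addition. Buffer or medium: Zinc- and detergent-supplemented HEPES buffer, pH 7.1. Schedule: 25 °C, 15 min preincubation, 25 min reaction. Signal: Epi-absorbance fluorescence, 480 nm excitation, 530 nm emission. Evaluation: percent inhibition from optical density relative to buffer-blank wells.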
Numbers without * were called inactive; nt = no result given. The list is partial (hit frequency here may not be typical).

#1 Cc1ccc(S(=O)(=O)N2CCC(O)(c3cccnc3)CC2)cc1
#2 COc1cccc(CNC(=O)CCc2nnc(C3CCCCC3)o2)c1
#3 CC1=C(C(N)=O)C(c2ccc(Cl)cc2)n2nc(CCCO)nc2N1 (stereo unspecified)
#4 COc1ccc(CCNC(=O)CSc2ccc3nnc(CCNC(=O)c4ccc(C)cc4)n3n2)cc1OC
#5 CC(Cc1ccccc1)NC(=O)C1(c2ccccc2)CCOCC1 (stereo unspecified)
#6 O=C1CCC(c2ccccc2)=NN1
#7 COc1cc(C2C(C#N)=C(N)OC3=C2C(=O)CC(C)(C)C3)ccc1OCCN1CCOCC1 (stereo unspecified)
#8 COc1ccc(Nc2nnc(-c3ccc(C(N)=O)cc3)c3ccccc23)cc1
Screen / compound no. | 1 | 2 | 3 | 4 | 5 | 6 | 7 | 8
MEKK3 PB1 HTS | 102 | 101 | 110 | 101 | 100 | 54 | 100 | 107
SUMO HTRF inh | -6 | 14 | 6 | 4 | 16 | 10 | 12 | -3
IDE cell activ | 6 | 1 | 2 | -5 | 4 | 2 | 4 | 2
NS3 helicase inh | 2 | 4 | 2 | 1 | -3 | -15 | -6 | -22
FID counter | -5 | -12 | -3 | -46 | -10 | 2 | -6 | -16
PHOSPHO1 block | 11 | 31 | 46 | 40 | -18 | -10 | -14 | 10
VIM-2 inh | -2.2 | 1.2 | -2.1 | -3.3 | -3.5 | -1.0 | -1.3 | -2.0
pCIP destab | -10 | -7 | -7 | -21 | -8 | 0 | -6 | 0
IMP-1 inhibitor | -4.5 | -0.3 | -2.8 | -3.4 | -3.9 | -0.2 | -3.6 | -3.6

#9 COc1cc(C(=O)OCC(=O)N2CCOCC2)c([N+](=O)[O-])cc1OC
#10 CCN1C(=O)CC(N2CCN(c3ccc(Cl)cc3)CC2)C1=O (stereo unspecified)
#11 CC(C)Cn1c(=O)c2ccccc2n2c(SCC(=O)N3c4ccccc4CC3C)nnc12 (stereo unspecified)
#12 O=C(c1ccc2c(c1)OCCO2)N1CCN(Cc2ccccc2)CC1
#13 S=C(NNC(=S)Nc1ccccc1)Nc1ccccc1
#14 O=C(O)COc1ccccc1/C=N/Nc1ccc(S(=O)(=O)Nc2ccc(Cl)cc2)cc1[N+](=O)[O-]
#15 CCCCOc1ccc(N=Cc2cccs2)cc1
#16 Cc1cc2c(cc1C)/C(=C\C(N)=O)NC(C)(C)C2
Screen / compound no. | 9 | 10 | 11 | 12 | 13 | 14 | 15 | 16
MEKK3 PB1 HTS | 100 | 106 | 98 | 98 | 108 | 99 | 108 | 105
SUMO HTRF inh | -12 | -4 | 0 | 10 | -8 | 21 | 9 | -4
IDE cell activ | 3 | 2 | 4 | 9 | 2 | 1 | 3 | 8
NS3 helicase inh | 4 | -1 | -18 | 11 | 15 | -23 | -9 | -3
FID counter | -4 | -5 | -2 | -16 | -7 | 33 | -7 | -1
PHOSPHO1 block | 6 | -33 | -7 | 25 | 1 | 5 | -9 | 10
VIM-2 inh | -1.1 | -1.9 | -1.2 | -2.8 | -6.8 | -2.0 | -6.1 | -0.3
pCIP destab | -1 | -1 | -5 | -13 | 39 | -3 | 0 | 0
IMP-1 inhibitor | -2.0 | -0.2 | -1.8 | -2.3 | -4.5 | -4.0 | -3.6 | -2.3

#17 Cc1csc2sc(-c3ccnc(SCC(=O)NCc4ccccc4)n3)c(C)c12
#18 Cc1nc(NC(=S)NC(=O)c2ccco2)sc1C(=O)N(C)C
#19 COc1ccc(NC(=O)CSc2nc(N)c3cc4c(nc3n2)CCCC4)c(OC)c1
#20 CN(C(=O)c1coc(=O)c2ccccc12)c1ccccc1Cl
#21 Cc1ccc(F)c(Oc2cc(NN3CCCCC3)c([N+](=O)[O-])cc2[N+](=O)[O-])c1
#22 CC(OC(=O)c1cc2sccc2n1C)C(=O)NCc1ccc(F)cc1 (stereo unspecified)
#23 O=C1CCCC2=C1C(c1ccsc1)CC(=O)N2c1ccccc1F (stereo unspecified)
#24 CCOCC(=O)Nc1nnc(Cc2ccc(OC)cc2)s1
Screen / compound no. | 17 | 18 | 19 | 20 | 21 | 22 | 23 | 24
MEKK3 PB1 HTS | 130* | 100 | 99 | 105 | 91 | 95 | 104 | 103
SUMO HTRF inh | 5 | 8 | 8 | 21 | 0 | 6 | 5 | 10
IDE cell activ | -6 | -1 | 1 | 8 | 1 | 4 | 2 | -3
NS3 helicase inh | 3 | 9 | -9 | 1 | -6 | -2 | -1 | -1
FID counter | -32 | -18 | -11 | -10 | -3 | -3 | 1 | -9
PHOSPHO1 block | 18 | 38 | -4 | 9 | -7 | 0 | 36 | -4
VIM-2 inh | -2.3 | -3.6 | 1.7 | -1.2 | -1.1 | -1.8 | -2.7 | -0.5
pCIP destab | -6 | -10 | 2 | -5 | 0 | 2 | -5 | -6
IMP-1 inhibitor | -1.9 | -4.5 | -1.2 | -1.1 | -2.1 | -1.3 | -2.0 | -1.5

#25 COc1ccc2nc(Nc3nc(CSc4nnnn4-c4ccccc4)cc(=O)[nH]3)nc(C)c2c1
#26 Cc1[nH]c2ccccc2c1/C=N/Nc1nncn1N
#27 CC(=O)N(C)c1ccc(NC(=S)Nc2ccccc2)cc1
#28 COCCCN1CC(=O)N2C(c3ccc(OC)c(OC)c3)c3[nH]c4ccccc4c3C[C@H]2C1=O (stereo partly specified)
#29 O=C1CC(Sc2nnnn2-c2ccccc2)C(=O)N1c1cccc(Cl)c1 (stereo unspecified)
#30 O=C(NCc1ccccc1)C1COc2ccccc2O1 (stereo unspecified)
#31 COc1ccc(OC)c(S(=O)(=O)N2CCCC(C(=O)NCCc3ccccc3)C2)c1 (stereo unspecified)
#32 COC(=O)C1=C(C)N(C)C(=O)NC1c1cc(Cl)c(O)c(OC)c1 (stereo unspecified)
Screen / compound no. | 25 | 26 | 27 | 28 | 29 | 30 | 31 | 32
MEKK3 PB1 HTS | 106 | 100 | 103 | 105 | 101 | 90 | 100 | 88
SUMO HTRF inh | 23 | -18 | -2 | 9 | -3 | 6 | -3 | 5
IDE cell activ | 3 | 0 | 4 | -2 | -11 | 2 | -3 | 4
NS3 helicase inh | 7 | -8 | -4 | 1 | 16 | -1 | -12 | 9
FID counter | -4 | 3 | -1 | -44 | -23 | 4 | -44 | -4
PHOSPHO1 block | 26 | 39 | 8 | 29 | -22 | -4 | 13 | 6
VIM-2 inh | 1.3 | -4.3 | 0.8 | -1.7 | -1.4 | 1.0 | -1.1 | -5.2
pCIP destab | -7 | 14 | 5 | -1 | -8 | 2 | -2 | -9
IMP-1 inhibitor | 4.9* | -5.3 | -1.2 | -2.8 | -2.4 | -1.9 | -0.7 | -4.8

Some of these compounds in order of number of heavy atoms, falling.
#28 COCCCN1CC(=O)N2C(c3ccc(OC)c(OC)c3)c3[nH]c4ccccc4c3C[C@H]2C1=O (stereo partly specified)
#27 CC(=O)N(C)c1ccc(NC(=S)Nc2ccccc2)cc1
#30 O=C(NCc1ccccc1)C1COc2ccccc2O1 (stereo unspecified)
Screen / compound no. | 28 | 27 | 30
MEKK3 PB1 HTS | 105 | 103 | 90
SUMO HTRF inh | 9 | -2 | 6
IDE cell activ | -2 | 4 | 2
NS3 helicase inh | 1 | -4 | -1
FID counter | -44 | -1 | 4
PHOSPHO1 block | 29 | 8 | -4
VIM-2 inh | -1.7 | 0.8 | 1.0
pCIP destab | -1 | 5 | 2
IMP-1 inhibitor | -2.8 | -1.2 | -1.9

(further entries)
#33 CCOC(=O)C(Cc1c[nH]c2ccccc12)NC(=O)c1ccco1 (stereo unspecified)
#34 CCN1CCN(c2oc(COc3ccc(-c4ccccc4)cc3)nc2C#N)CC1
#35 COc1ccc(C(=O)N/N=C(\c2ccccc2)c2ccccn2)cc1
#36 Cc1cc2nc(CN(C)Cc3c(C(=O)N(C)C)nc4ccc(Cl)cn34)[nH]c2cc1C
#37 OC(CNc1nc(C(F)(F)F)nc2ccccc12)c1ccccc1 (stereo unspecified)
#38 CC(=O)C1=C(C)N(c2ccccc2)C(=O)C1(NS(=O)(=O)c1ccc(N)cc1)C(F)(F)F (stereo unspecified)
#39 CC(=O)Nc1ccc(O)cc1[N+](=O)[O-]
#40 O=C(NC1CC1)C1=C[C@@H](c2csc3ccccc23)C[C@@H](OCc2ccc(CO)cc2)O1
Screen / compound no. | 33 | 34 | 35 | 36 | 37 | 38 | 39 | 40
MEKK3 PB1 HTS | 76 | 101 | 104 | 91 | 104 | 108 | 94 | 100
SUMO HTRF inh | 8 | -23 | -24 | 7 | 10 | 14 | 2 | 7
IDE cell activ | -7 | -5 | 2 | -5 | 0 | 10 | -2 | 0
NS3 helicase inh | 6 | -89 | 17 | 4 | -24 | 12 | 13 | -6
FID counter | -5 | 1 | -15 | -16 | -6 | -4 | -6 | -27
PHOSPHO1 block | 1 | 14 | 15 | 8 | 23 | 25 | 34 | -8
VIM-2 inh | -0.2 | -0.2 | -4.3 | -1.7 | -1.4 | -2.5 | -1.7 | -2.0
pCIP destab | 10 | -7 | 22 | -10 | 6 | -12 | -1 | -12
IMP-1 inhibitor | -0.7 | 0.2 | -2.6 | -0.3 | -0.2 | -3.0 | -1.6 | -2.9

#41 O=C(Nc1cccc(S(=O)(=O)N2CCCC2)c1)c1ccc2ccccc2n1
#42 CC(C)N(c1ccccc1)c1ccc(NC(=S)NCCN(C)C)cc1
#43 CCN1CCN(c2ccc(S(=O)(=O)N3CCCCC3)cc2NC(=O)Cc2c(F)cccc2Cl)CC1
#44 O=C(CN(C(=O)CCC(=O)Nc1nccs1)c1ccc(F)cc1)NCC1CCCO1 (stereo unspecified)
#45 COc1cc(NC2c3ccccc3C(=O)N2Cc2ccccc2)cc(OC)c1OC (stereo unspecified)
#46 Cc1ccccc1-n1nc2c(c1NC(=O)C(C)C)CS(=O)(=O)C2
#47 CCOc1ccc(S(=O)(=O)N2CCC(c3ccccc3)CC2)cc1C(=O)O
Screen / compound no. | 41 | 42 | 43 | 44 | 45 | 46 | 47
MEKK3 PB1 HTS | 102 | 109 | 102 | 100 | 111 | 102 | 96
SUMO HTRF inh | 4 | -8 | 4 | 22 | 15 | 8 | 9
IDE cell activ | 0 | 3 | 6 | 5 | 7 | -4 | -3
NS3 helicase inh | -6 | -37 | -84 | 3 | -9 | -7 | 12
FID counter | -4 | 11 | 23 | -20 | -34 | -3 | -30
PHOSPHO1 block | 40 | -13 | 47 | -4 | 14 | nt | 31
VIM-2 inh | 0.4 | -3.4 | -1.8 | -3.1 | -3.3 | -1.9 | -1.1
pCIP destab | -10 | 6 | -3 | -1 | -8 | -2 | 3
IMP-1 inhibitor | -0.6 | -29 | -1.6 | -3.9 | -3.1 | -1.7 | -2.2
